Assay outcomes as filed in PubChem BioAssay.
PLK1 PBD inh = inhibitors of human PLK1 polo-box domain binding. P53350. Plk1 PBD binding of FITC phosphopeptide, fluorescence polarization. Potency, µM, for inactives: max response, negative = inhibition, actives largely listed as inhibitors. 360,000 compounds, 2.8% hits. AID 720504; note: potency is the fitted concentration of half-maximal effect; series mostly up to about 57 µM; % is set by controls: 0 for no effect and ±100 for the full control effect; nearly all actives have a fitted effect of over 65% in size
Target sequence (P53350 whole entry, looked up, the tested form may be a part): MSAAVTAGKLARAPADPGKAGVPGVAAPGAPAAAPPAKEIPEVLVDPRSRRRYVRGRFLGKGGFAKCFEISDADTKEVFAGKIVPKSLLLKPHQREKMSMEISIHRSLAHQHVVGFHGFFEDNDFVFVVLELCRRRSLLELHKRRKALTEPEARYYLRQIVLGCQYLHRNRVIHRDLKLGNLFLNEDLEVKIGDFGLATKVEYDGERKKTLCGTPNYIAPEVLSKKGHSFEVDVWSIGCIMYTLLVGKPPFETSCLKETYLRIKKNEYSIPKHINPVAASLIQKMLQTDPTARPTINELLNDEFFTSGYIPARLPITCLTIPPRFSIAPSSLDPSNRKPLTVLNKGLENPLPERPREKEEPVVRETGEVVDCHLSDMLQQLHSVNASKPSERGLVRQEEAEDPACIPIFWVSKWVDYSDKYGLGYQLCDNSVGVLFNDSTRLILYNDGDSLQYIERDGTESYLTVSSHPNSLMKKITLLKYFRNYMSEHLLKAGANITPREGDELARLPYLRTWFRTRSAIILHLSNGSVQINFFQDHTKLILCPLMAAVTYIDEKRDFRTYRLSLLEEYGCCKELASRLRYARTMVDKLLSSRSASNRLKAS
GLP1R ag = GLP-1 receptor (human) agonism; Potency, µM (titrated, usually from 45.6 µM), without a hit: at the top dose activation, usual class: activators; 380,000 compounds, 0.007% hits; P43220; HEK293 GLP-1R CRE-luciferase, luminescence, 4-6 h; cells express a hypersensitive GLP-1R form; note: potency is the fitted concentration of half-maximal effect; % of control where 0% means no effect
Target sequence (P43220 whole entry, looked up): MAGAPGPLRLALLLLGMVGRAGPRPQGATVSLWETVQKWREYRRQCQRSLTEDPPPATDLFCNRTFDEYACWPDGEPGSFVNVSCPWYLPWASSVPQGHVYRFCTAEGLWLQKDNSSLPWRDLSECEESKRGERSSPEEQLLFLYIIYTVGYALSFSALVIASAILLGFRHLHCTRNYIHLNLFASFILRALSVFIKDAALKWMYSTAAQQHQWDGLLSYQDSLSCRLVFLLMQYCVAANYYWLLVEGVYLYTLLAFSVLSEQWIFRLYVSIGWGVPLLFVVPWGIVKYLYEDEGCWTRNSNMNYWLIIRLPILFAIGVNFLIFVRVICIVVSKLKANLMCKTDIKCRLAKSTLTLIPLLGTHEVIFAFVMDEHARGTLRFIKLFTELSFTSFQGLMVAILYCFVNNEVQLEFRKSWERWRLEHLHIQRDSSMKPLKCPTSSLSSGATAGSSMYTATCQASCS
EPAC1 agonist = activates human EPAC1 exchange factor; O95398; EPAC1 agonist qHTS, biochemical assay; response scale: 100% = response to 6.5 mM cAMP; Potency, µM (top dose mostly 154 µM), without a hit: at the highest dose activation, usual class: activators; 360,000 compounds, 0.073% hits; AID 720707; note: potency is the fitted concentration of half-maximal effect; nearly all actives have a fitted effect of over 60% in size
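Multi-concentration qHTS readout: loss of Rap1B-bound BODIPY-GDP fluorescence driven by 100 nM EPAC1 with excess GDP (50 uM), monitored kinetically at room temperature; agonist response expressed relative to 6.5 mM cAMP.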
GLP1R inv ag = inverse agonists of human GLP-1 receptor. HEK293 GLP-1R CRE-luciferase, luminescence, 24 h; GLP-1R form is constitutively active. AID 624417. Potency, µM (series often up to 38.3 µM), without a hit: at the highest dose activity change, negative = inhibition, usual class: inhibitors. P43220. 410,000 compounds, 1.6% hits; note: potency is the fitted concentration of half-maximal effect; % is set by controls: 0 for no effect and ±100 for the full control effect; nearly all actives have a fitted effect of over 55% in size
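Using stably transfected HEK293 (constitutively active GLP-1R, cAMP-luciferase reporter), compounds were incubated 24 hr and luciferase measured by luminescence.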
IL-2 act = activates IL-2 in a cell-based reporter assay; IL-2 activation reporter assay, cell-based qHTS; stimulated with anti-CD3/CD4/CD28 beads; in transgenic mouse T cells; activation, % (series mostly up to about 46 µM); 360,000 compounds, 0.065% hits; AID 652025; in the data active = activation above about 50%; inconclusive = mostly about 30% to 49%; note: 0% is about no effect
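EGFP and DsRed fluorescence is measured by plate cytometry in unstimulated transgenic mouse T cells exposed to compound for 60 minutes, then stimulated 18 hours at 37 degrees C with anti-CD3/anti-CD4 beads plus anti-CD28.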
EPAC1 antagonist = EPAC1 (human) antagonism; EPAC1 GEF assay, Rap1b-BODIPY-GDP exchange fluorescence; O95398; 360,000 compounds, 0.14% hits; Potency, µM (doses to about 115 µM), for inactives: top-dose activity change, negative = inhibition, usual class: inhibitors;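 note: potency is the fitted concentration of half-maximal effect; plate controls were vehicle for no effect and positive control for full effect; nearly all actives have a fitted effect of over 50% in size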
HEK293 tox = cytotoxicity in counter-screen for GLP-1R inverse agonists; HEK293 cAMP-luciferase reporter cells, luminescence, 24 h; Potency, µM (series often up to 38.3 µM), for the others: top-dose activity change, negative = inhibition, hits mostly inhibitors; 410,000 compounds, 0.13% hits; AID 624418;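 note: loss of luciferase light is scored as toxicity; potency is the fitted concentration of half-maximal effect; % is set by controls: 0 for no effect and ±100 for the full control effect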
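A 23 nL compound transfer followed 12 hours of cell culture at 37 deg C; exposure then lasted 24 hr. Luciferase assay detection reagent was dispensed and plates read for luminescence after a 12 min room-temperature wait.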
PI5P4K alpha inh = blocks human PI5P4K alpha kinase activity; PI5P4Kalpha enzyme, ADP-Glo luminescence, 60 min; stronger effect = lower value; P48426; max response, %; 330,000 compounds, 1.2% hits; active = max response of -50% or lower; inconclusive = between -30% and -50%; inactive = -30% or higher; note: value at the top dose of about 77 µM; % is set by controls: 0 for no effect and ±100 for the full control effect
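ADP-Glo luminescence end-point after a 60 min room-temperature kinase reaction. PI5P4Kalpha and substrate in HEPES pH 7.4 buffer with EGTA, 0.1% CHAPS and 5% DMSO; ATP at 5 microM final.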
PTHR1 ag = PTHR1 (human) receptor agonism; Q03431; HEK293 GP2 PTHR1 cells, GloSensor cAMP luminescence, 1 h; Potency, µM (series often up to 115 µM), inactives show top-dose activation, hits mostly activators; 410,000 compounds, 0.075% hits; note: potency is the fitted concentration of half-maximal effect; nearly all actives have a fitted effect of over 55% in size; some results filed as inactive show a strong effect at the top dose; inactives centre near -15; many of its hits are not listed in these tables
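HEK-293-derived GP2 cells expressing PTHR1 and a GloSensor cAMP reporter, 3,000/well, plated overnight, given luciferin plus IBMX (each 0.5 mM as added) for 1 h at 37 °C, then compound for 1 h at 37 °C. Luminescence was read after 15 min at room temperature.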
Active calls of the source: *; i = inactive; ? = inconclusive; . = not tested or not shown; [ ] = dose if it differs, or a comment. Unless noted, calls come from the whole dose curve; as a rule, active = well fitted curve in the direction sought with a large enough effect; inconclusive = small, poorly fitted or top-dose-only effect, or another doubt; inactive = no such curve, though single readings can be large; an effect the other way counts as inactive or inconclusive. This is a subset; rates above refer to the full screens.

SMILES	PLK1 PBD inh	GLP1R ag	EPAC1 agonist	GLP1R inv ag	IL-2 act	EPAC1 antagonist	HEK293 tox	PI5P4K alpha inh	PTHR1 ag
COCCCN=C1NN=C(c2cc(C)n(-c3ccccc3F)c2C)CS1	?	5.6%	4.2%	?	-3.2	-15.2%	?	-3.1	-76.6%[inhibitor]
COc1ccc(Br)cc1/C=N/Nc1cccc(C(=O)O)c1	?	4.0%	-3.5%	-12.7%	0.4	-7.1%	-20.6%	-2.6	i
COc1ccc(N2CCN(C(=O)/C(C#N)=C/c3ccccc3)CC2)cc1	-7.1%	-4.6%	10.8%	-4.4%	0.4	6.2%	-24.0%	-2.2	-23.6%
CC(C)NS(=O)(=O)c1ccc(CCC(=O)Nc2cc(Cl)ccc2Oc2ccccc2)cc1	-4.7%	0.6%	5.5%	?	-0.2	-15.6%	-10.5%	2.2	-16.5%
O=C(NNC1OC(CO)C(O)C(O)C1O)c1cccnc1 (stereo not given)	-2.3%	1.0%	1.1%	2.2%	0.9	16.5%	-1.0%	-1.8	i
OC[C@@H]1CN(Cc2ccc(Cl)cc2)C[C@H](n2cnc3c(NC4CCC4)ncnc32)O1	3.5%	14.0%	-0.4%	0.9%	-0.7	-0.1%	-5.7%	-0.1	i
O=C(c1cc2cc(F)ccc2[nH]1)N1CCN(c2cccc(Cl)c2)CC1	2.8%	-3.7%	4.6%	-6.5%	1.1	3.4%	-0.4%	15.8	-14.2%
COc1ccc(C)cc1NC(=O)C(OC(=O)Cn1cnc2c1c(=O)n(C)c(=O)n2C)c1ccccc1 (stereo not given)	-4.6%	3.5%	7.7%	-8.0%	-2.6	7.4%	23.2%	2.8	-38.1%[inhibitor]
CCNS(=O)(=O)c1ccc(NC(=O)c2ccc(Cn3cc(Br)cn3)o2)cc1	-6.5%	14.0%	-0.8%	8.8%	2.1	-6.1%	-7.2%	-1.4	-34.6%[inhibitor]
CC(C)CC(=O)Nc1nc(=S)ss1	16.8µM*	-18.0%	-0.8%	7.8%	0.5	-8.1%	8.9%	-53.2*	-22.3%
COc1cc(/C=C/[N+](=O)[O-])ccc1OC(=O)/C=C/c1ccc(F)cc1	?	-24.6%	5.8%	7.3%	-0.4	8.3%	6.9%	?	-3.5%
O=C(CCN1N=C(c2ccccc2)CCC1=O)NC1CCCCC1	-8.0%	-5.0%	4.1%	1.6%	-0.5	16.1%	0.3%	7.7	-24.4%
COc1cccc(C(O)c2ncc(-c3ccccc3OC)[nH]2)c1 (stereo not given)	-5.5%	15.6%	-9.7%	23.5%	0.1	-9.2%	5.8%	-5.4	-11.6%
C=CCn1c(C)cc(C(=O)CSc2nnc(NCc3ccccc3)s2)c1C	-6.2%	5.3%	6.4%	-17.6%	-1.5	7.0%	?	.	i
CCN1C(=NCC(C)C)N[C@@H](CCc2ccccc2)[C@H](C(=O)NCC(C)C)[C@H]1C	-3.7%	-0.2%	-23.3%	4.2%	-0.8	0.8%	4.9%	-0.2	15.5%
COc1cccc(C(=O)OCc2ccccc2C#N)c1O	-3.0%	13.2%	6.4%	22.9%	-2.0	-2.1%	16.4%	-2.5	-26.2%
CSc1nnc(C)c(=O)n1COC(=O)COc1ccc2ccccc2c1	-13.7%	-7.0%	9.7%	10.0%	-1.3	-10.9%	-2.0%	-8.0	-15.9%
CC(C)c1ccc(C2NC(=O)c3n[nH]c(-c4cccs4)c32)cc1 (stereo not given)	.	4.0%	.	9.2%	.	.	-21.2%	.	-21.6%
CN(C(=O)c1ccc(N2CCCCC2)c([N+](=O)[O-])c1)C1CCS(=O)(=O)C1 (stereo not given)	-5.9%	7.0%	5.9%	4.6%	-0.3	-4.9%	-7.9%	-2.2	-3.4%
CCCCc1ccc(N=N/C(C(=O)Nc2ccccc2OC)=C(/C)O)cc1	-3.6%	0.0%	-8.9%	17.6%	0.6	7.3%	1.0%	26.1	-1.5%

Full records, looked up by structure:
`COc1cc(/C=C/[N+](=O)[O-])ccc1OC(=O)/C=C/c1ccc(F)cc1` as listed: PLK1 PBD inh: ?; GLP1R ag: -24.6%; EPAC1 agonist: 5.8%; GLP1R inv ag: 7.3%; IL-2 act: -0.4; EPAC1 antagonist: 8.3%; HEK293 tox: 6.9%; PI5P4K alpha inh: ?; PTHR1 ag: -3.5%
`CN(C(=O)c1ccc(N2CCCCC2)c([N+](=O)[O-])c1)C1CCS(=O)(=O)C1` (stereo not given) as listed: PLK1 PBD inh: -5.9%; GLP1R ag: 7.0%; EPAC1 agonist: 5.9%; GLP1R inv ag: 4.6%; IL-2 act: -0.3; EPAC1 antagonist: -4.9%; HEK293 tox: -7.9%; PI5P4K alpha inh: -2.2; PTHR1 ag: -3.4%

Continuation:
SMILES	PLK1 PBD inh	GLP1R ag	EPAC1 agonist	GLP1R inv ag	IL-2 act	EPAC1 antagonist	HEK293 tox	PI5P4K alpha inh	PTHR1 ag
CN(Cc1ccccc1F)C(=O)c1cccc(NC(=O)CC2SC(N3CCCCC3)=NC2=O)c1 (stereo not given)	-18.2%	12.6%	7.4%	3.4%	-4.4	0.6%	-7.2%	-8.1	-15.5%
COc1ccc(C)cc1NC(=O)NC1CCCCCCC1	4.4%	2.0%	-5.6%	?	-0.9	?	3.2%	4.9	-1.8%
CCOC(=O)C1=C(C)OC(=Cc2ccccc2)C1=O	-18.5%	-1.5%	14.6%	6.9%	-3.6	0.4%	-10.2%	0.2	-30.8%
COc1cc(NC(=S)NC(=O)c2cc(C)cc(C)c2)ccc1NC(=O)c1cccs1	2.6%	-13.1%	4.4%	0.0%	-0.1	6.3%	5.3%	-3.0	i
O=C(NCc1ccccc1)C(c1ccc(O)cc1)N(C(=O)Cn1nnc(-c2cccs2)n1)c1ccc2c(c1)OCCO2 (stereo not given)	-9.6%	?	18.1%	?	-1.8	-17.0%	-7.8%	.	i
Cc1ccc(SCc2cc(=O)n3[nH]c(C)nc3n2)cc1	-8.9%	13.3%	4.9%	18.8%	0.5	-2.9%	26.3%	3.5	i
CCN(CC)S(=O)(=O)c1ccc(O)c(C(=O)OCC(=O)N(C)Cc2ccccc2)c1	-3.3%	0.5%	-5.8%	-7.6%	5.0	6.3%	-7.3%	-3.6	-7.8%
Cc1ccc(OCCN2CCN(C(=O)CCC(=O)Nc3nnc(C)s3)CC2)cc1	-7.6%	-6.1%	1.4%	6.2%	-0.7	9.1%	1.4%	-0.3	-6.0%[57.5 µM]
Cc1ccccc1N1CCN(S(=O)(=O)c2nnc(NC(=O)c3ccco3)s2)CC1	?	-1.1%	7.6%	-22.2%	1.5	-2.0%	-7.1%	-1.1	i
N/C(CS(=O)(=O)c1ccc(F)cc1)=N\O	5.2%	0.8%	-4.3%	2.6%	-1.4	11.9%	-4.3%	-2.1	i
O=C(c1ccco1)[C@@H]1[C@@H]2C(=O)N(c3ccc(Br)cc3)C(=O)[C@@H]2C2c3ccccc3C=CN21 (stereo not given in full)	?	-10.4%	0.0%	1.9%	0.2	-13.3%	26.5%	-24.4	-4.3%[57.5 µM]
COc1ccc(CSc2cccc3cccnc23)cc1[N+](=O)[O-]	-24.8%	6.4%	-36.0%[inhibitor]	23.0%	-0.4	?	-18.6%	-1.4	i
CCCCNC(=O)c1cc2c(=O)n3cccc(C)c3nc2n(Cc2ccccc2)c1=N	-2.4%	10.4%	1.2%	0.8%	5.3	-0.6%	139.9%[activator]	.	-40.8%[inhibitor][57.5 µM]
Cc1[nH][nH]c(=O)c1[C@@H](c1ccccc1[N+](=O)[O-])C(C#N)C#N	23.8µM*	-1.6%	-7.9%	19.5%	-0.5	-0.5%	-2.5%	-15.4	-10.4%
CCCCc1nc2cc(C(=O)N3CCCCC3C(=O)OC)ccc2o1 (stereo not given)	26.7µM*	0.8%	0.9%	13.8%	0.4	-17.1%	-5.1%	-20.6	-21.8%
O=C(Cn1c(=O)oc2ccccc21)NCc1ccco1	-6.6%	-8.2%	8.3%	-0.7%	0.0	0.0%	-9.2%	-2.5	i
O=C(CCCc1cccs1)N1CCN(S(=O)(=O)c2ccccc2Br)CC1	3.3%	0.6%	12.8%	?	-1.6	-14.3%	-15.4%	0.6	-7.1%[57.5 µM]
COc1ccc(N(CC(=O)Nc2ccccc2C(F)(F)F)C2=NC3CS(=O)(=O)CC3S2)cc1 (stereo not given)	4.2%	-5.2%	0.9%	?	-2.9	-13.3%	-2.8%	8.5	i
O=C(NCc1ccc(Cl)cc1)C1CCCN(C(=O)c2ccc(Cl)cc2)C1 (stereo not given)	0.2%	-2.2%	-3.4%	?	0.0	-13.2%	-26.7%	3.6	-39.2%[inhibitor]
CN(CC(=O)Nc1c(Cl)cccc1Cl)C(=O)c1ccccc1SCC(=O)N1CCCC1	-7.0%	7.7%	-2.9%	-2.5%	-3.0	-16.5%	-9.0%	-2.9	-7.5%
Cc1ccc2nc(-c3cccc(-c4cccc(Cl)c4)c3)c(NCc3ccccc3)n2c1	-11.1%	-13.5%	-5.0%	11.2µM*	-0.6	-2.5%	0.1%	-1.0	-6.6%
Cc1ccc(-c2noc(CSc3nnc(Cc4ccccc4)n3-c3ccc(Cl)cc3)n2)cc1	0.9%	7.3%	15.7%	?	3.2	-1.4%	?	.	i
COc1ccc(CCNC(=O)c2c(O)c3cc(OC)c(OC)cc3[nH]c2=O)cc1OC	-4.5%	-4.7%	-1.3%	-0.1%	-0.6	-2.7%	-19.0%	-1.0	-14.0%
O=C(CCNC(=O)Cn1ccc2ccccc2c1=O)NCCN1CCN(c2cccc(Cl)c2)CC1	-4.9%	-7.0%	9.0%	?	0.8	-7.6%	-14.1%	0.2	-12.6%
CCNC(=O)CN(c1ccccc1)S(=O)(=O)c1ccc(Cl)cc1	2.5%	-2.1%	4.3%	0.0%	-1.9	-16.7%	4.0%	.	-10.9%
COc1ccccc1C(=O)NCCC(=O)Nc1ccc(S(=O)(=O)N2CC(C)CC(C)C2)cc1 (stereo not given)	7.8%	-4.8%	0.3%	?	-0.4	2.8%	4.7%	4.9	-15.2%
